Source: PubChem BioAssay (Broad Institute)
ERAP1 inh = human ERAP1 aminopeptidase inhibitors, primary screen, biochemical, single point, plate reader. Endoplasmic reticulum aminopeptidase 1 (Homo sapiens), Q9NZ08. recombinant ERAP1, Leu-AMC fluorescence, 60 min. inhibition, % at 10.7 µM. 0.15% of 340,000 active;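 active = mean replicate inhibition of at least 30%, or all replicates individually reaching that 30% level; inactive = mean below 30% and not every replicate reaching it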;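 also: 0% = neutral control wells and 100% = L-leucinethiol positive control wells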
ERp5 inh = inhibitors of ERp5-driven insulin aggregation, primary screen, biochemical, turbidity, absorbance 650 nm, single point; Protein disulfide-isomerase A6 (Homo sapiens), Q15084; 90 min; inhibition, % at 9.99 µM; 0.05% of 350,000 active;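 active = mean replicate inhibition above about 25%, with every replicate also reaching it, limit read from the data, passing the limit was not always enough; inconclusive = only one of those two criteria met; inactive = neither criterion met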
Target sequence (Q15084 whole entry, looked up): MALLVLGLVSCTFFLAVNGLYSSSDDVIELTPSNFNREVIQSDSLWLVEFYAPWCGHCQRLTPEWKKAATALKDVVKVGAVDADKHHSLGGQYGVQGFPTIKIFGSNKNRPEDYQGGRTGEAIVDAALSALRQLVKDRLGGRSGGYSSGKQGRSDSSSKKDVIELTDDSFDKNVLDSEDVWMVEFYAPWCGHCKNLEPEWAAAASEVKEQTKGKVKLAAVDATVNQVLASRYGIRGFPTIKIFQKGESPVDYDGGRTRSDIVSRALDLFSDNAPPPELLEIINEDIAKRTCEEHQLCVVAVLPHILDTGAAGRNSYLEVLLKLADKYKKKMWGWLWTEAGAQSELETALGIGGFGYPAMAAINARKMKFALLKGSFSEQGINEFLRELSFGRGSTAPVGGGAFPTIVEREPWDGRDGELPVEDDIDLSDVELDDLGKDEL
S100A4 inh HTS = inhibitors of S100A4-myosin IIA peptide binding, primary screen, biochemical, fluorescence polarization, TAMRA-MyoIIA peptide; 0.14% of 360,000 active; inhibition, % at 10.7 µM; AID 652163, 2013;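 active = mean inhibition of at least 70% across replicates, with every replicate also reaching that level; inconclusive = mean inhibition reaches 70% but some replicates fall short; inactive = mean inhibition below 70%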
Target sequence (P26447 whole entry, looked up): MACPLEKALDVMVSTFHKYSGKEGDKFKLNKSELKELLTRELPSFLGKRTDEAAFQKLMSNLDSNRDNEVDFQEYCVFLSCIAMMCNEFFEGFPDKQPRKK
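Assay system: human S100A4 monomer with TAMRA-labelled myosin IIA peptide / Buffer or medium: Calcium-containing HEPES buffer, pH 7.2 / Reagent: TAMRA-labelled myosin IIA heavy-chain peptide probe, 5 nM / Compound: one dose per compound / Timing: polarization read 5 min after assay mix addition, stable 5–60 min / Benchmarks: neutral control DMSO, positive control TFP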
RAD52 inh = RAD52 DNA annealing inhibitors, primary screen, biochemical, FRET, single point, set 2; 0.46% of 360,000 active; recombinant RAD52 DNA annealing, FRET fluorescence; DNA repair protein RAD52 homolog (Homo sapiens), P43351; inhibition, % at 18.7 µM; AID 651710, 2012;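 active = every replicate showing at least 50% inhibition; inconclusive = mean inhibition at least 50% but not in every replicate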
Target sequence (P43351 whole entry, looked up): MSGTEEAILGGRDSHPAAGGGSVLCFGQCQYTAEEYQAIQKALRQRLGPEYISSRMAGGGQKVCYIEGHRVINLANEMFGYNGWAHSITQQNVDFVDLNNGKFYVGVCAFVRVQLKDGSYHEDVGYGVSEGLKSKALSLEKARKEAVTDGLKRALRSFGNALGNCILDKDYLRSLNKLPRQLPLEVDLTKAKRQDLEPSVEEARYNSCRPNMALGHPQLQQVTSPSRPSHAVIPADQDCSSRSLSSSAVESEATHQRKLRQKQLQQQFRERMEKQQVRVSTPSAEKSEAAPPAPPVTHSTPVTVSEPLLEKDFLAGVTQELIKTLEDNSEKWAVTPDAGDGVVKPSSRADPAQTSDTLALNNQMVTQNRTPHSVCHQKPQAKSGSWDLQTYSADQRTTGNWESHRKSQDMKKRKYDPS
RAD54 inh = inhibitors of human RAD54 branch migration, primary screen, biochemical, fluorescence, single point. DNA repair and recombination protein RAD54-like (Homo sapiens), Q92698. RAD54 Holliday junction branch migration, FAM/BHQ fluorescence. inhibition, % at 10.4 µM. 0.14% of 360,000 active. AID 602329, 2012;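 active = mean normalized replicate activity at least 40 and at least half of replicates scoring 40 or more; inconclusive = only one of the two criteria met; inactive = mean below 40 and under half of replicates reaching 40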;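 also: 0% = median of neutral control wells and 100% = median of positive control wells; inhibitors cause a drop in the FAM fluorescence signal; in these data hits start at about 50%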
E-selectin induc = E-selectin induction in HUVECs, primary screen, imaging, HUVEC, immunofluorescence imaging, single point; P16581; normalized: neutral wells 0, TNF-alpha wells 100; activation, % at 7.58 µM; 0.37% of 260,000 active; AID 686992, 2013;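 active = mean E-selectin-positive cell signal at least 10% of the positive control, reached in at least 60% of replicates, without over 20% cell loss; inconclusive = no rule given, readout overlaps actives, possibly toxicity-flagged; inactive = the rest, including those meeting only one limit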;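 also: in these data hits start at about 27%; measured in HUVEC primary endothelial cells; signal is the percent of cells scored E-selectin positive by PE staining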
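Assay system: HUVEC primary endothelial cells. Input: 3,000 HUVEC seeded per well. Doses: one compound dose added by pin transfer. Read-out basis: % PE-positive cells. Benchmarks: TNF-alpha high, DMSO low. Detection: immunofluorescence imaging. Buffer or medium: EGM-2, gelatin.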
esBAF inh = Bmi1 luciferase reporter increase in mESCs, primary screen, esBAF inhibitor project, mouse ES cells, Bmi1 luciferase knock-in, single point. 24 h; 100% = twice the neutral-well signal. reporter increase, % at 12.5 µM. 2% of 350,000 active; in the data active = activation above about 40%; inconclusive = no clear call, values can overlap the other calls;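 also: 0% = median of the plate's neutral control wells and 100% = double that signal; a rise in the Bmi1 reporter signal indicates esBAF inhibition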
Xi reactivation = activators of inactive X chromosome reactivation, primary screen, imaging, XiGFP fibroblasts, GFP high-content imaging, set 2. XiGFP mouse fibroblasts, % GFP-positive cells imaging, 3 d; cells co-treated with 5-aza-dC sensitizer; scaled so ellipticine positive control = 100%. activation, % at 7.58 µM. 0.055% of 360,000 active. AID 743238, 2013;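 active = mean normalized replicate activation at least 10% and every replicate at or above 10%; inconclusive = only one of the two criteria met; inactive = mean below 10% and not all replicates reach 10%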;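 also: 0% = median of on-plate neutral control wells and 100% = ellipticine 6 µM median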
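assay system = SV40-immortalized XiGFP fibroblast cells, line 68-5-11 | buffer or medium = DMEM plus 5-aza-dC sensitizer | doses = single-point pinned compound dosing | times = 3-day compound exposure, then 15 min fixation at room temperature | benchmarks = positive control ellipticine, 6 µM final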
Active calls of the source: *; ? = inconclusive; . = not tested or not shown; & = joins results of further samples. Compounds were not picked by outcome; overall some 2.5% were active at least once.

SMILES	ERAP1 inh	ERp5 inh	S100A4 inh HTS	RAD52 inh	RAD54 inh	E-selectin induc	esBAF inh	Xi reactivation
CCC(=O)Nc1ccc2c(c1)OC[C@@H](C)N(C(=O)c1ccccn1)C[C@H](C)[C@@H](OC)CN(C)C2=O	-1.0	-2.5	6.9	-0.6	-3.7	0.2	3.0	0.5
CC(C)CNc1ncnc2c1ncn2[C@H]1CN(Cc2ccc3c(c2)OCO3)C[C@@H](CO)O1	0.0	0.2	-6.7	-9.0	-3.5	-0.2	-0.9	0.0
COc1ccc(CN2C[C@@H](CO)O[C@@H](n3cnc4c(NCc5ccncc5)ncnc43)C2)cc1	-1.5	4.3	2.5	-12.3	9.8	-0.3	-1.0	-0.1
Cc1ccc(S(=O)(=O)N(C)C[C@H]2Oc3cc(C#CC4CCCC4)ccc3S(=O)(=O)N([C@@H](C)CO)C[C@@H]2C)cc1	-1.2	-1.2	32.1	-6.6	3.9	-0.2	7.0	0.2
CCCS(=O)(=O)NC(=O)C1(C)CCCN(C(=O)c2ccc(C#N)cc2)C1 (centres undefined)	0.6	6.3	-1.7	-14.1	15.8	-0.1	-0.3	0.0
CCOCCc1nnc(NC(=O)CCc2ccccc2)s1	1.1	0.5	2.2	0.2	.	.	.	0.0
CC(C)NC(=O)N1CC2(C1)[C@H](c1ccccc1)[C@@H](CO)N2Cc1cccnc1	-11.8	-2.1	12.1	-10.3	.	0.3	.	0.0
COC(=O)[C@H]1[C@H](CO)[C@H]2Cn3c(ccc(-c4cccc(F)c4)c3=O)[C@H]2N1C(=O)CC1CC1	-0.1	5.7	-9.5	-5.4	-9.3	-0.5	2.0	0.1
CO[C@@H]1CN(C)C(=O)c2cc(NC(=O)NC(C)C)ccc2OC[C@@H](C)N(C)C[C@H]1C	-0.3	0.3	-114.1	14.9	5.8	-0.1	0.1	0.5
COc1ccccc1CNC(=O)COC(=O)C1CCN(c2ccc(C(F)(F)F)cn2)CC1	1.6	5.8	-0.2	2.0	-1.7	0.4	8.8	0.0
O=C(C1=C[C@@H](c2ccc(C(F)(F)F)cc2)C[C@@H](OCc2ccc(CO)cc2)O1)N1CCCCCCC1	2.8	-3.8	-10.4	5.9	-8.3	.	.	.
COc1ccc(CCNS(=O)(=O)c2cc(/C=C/C(=O)O)ccc2C)cc1OC	-2.6	0.0	13.1	4.2	.	.	.	0.0
O=C(O)c1cc(Br)ccn1	-1.1	2.6	-4.7	-6.5	.	.	-3.6	0.2
CCCOc1ccc(S(=O)(=O)n2cc(F)c(=O)[nH]c2=O)cc1	-2.2	6.6	2.2	-0.3	-6.8	.	-9.6	0.1
COc1ccccc1NC(=S)N(C(C)C)C(C)c1ccccn1 (centres undefined)	2.1	3.3	-2.0	-24.6	.	.	.	0.0
CC(C)CC(=O)Nc1ccc(-c2nc3ccccc3c(=O)[nH]2)cc1	-7.8	-5.4	-12.6	-10.3	.	5.6	.	0.3
c1ccc(-c2ccc(C(c3ccccc3)n3ccnc3)cc2)cc1 (centres undefined)	1.5	-6.2	?	-5.5	6.1	0.4	11.3	-0.1
CC(=O)NC(Cc1ccccc1F)C(=O)NC1CCN(C(=O)NCc2ccccc2)CC1 (centres undefined)	1.1	0.7	-2.9	-8.5	-5.4	-0.1	-5.0	0.0
O=C(O)Cc1ccc2oc(-c3ccccn3)nc2c1	-0.2	1.9	-8.2	-12.2	-4.3	.	8.8	0.0
CC(=O)c1cccc(Nc2ncnc3ccc(Br)cc23)c1	0.0	1.9	-2.6	-13.1	.	0.5	.	0.4
CC(C)NC(=O)Nc1ccc2c(c1)C(=O)N([C@H](C)CO)C[C@H](C)[C@@H](CN(C)C(=O)Nc1ccccc1)O2	.	2.4	6.1	-23.3	1.6	0.2&0.1	-3.8&-1.4	-0.1&0.1
O=C(NCc1ccc(F)c(F)c1)C1CCC(=O)N(CC2CCCCC2)C1 (centres undefined)	-2.3	3.2	0.8	2.7	-0.8	-0.9	-4.7	0.0
Cc1noc(C)c1S(=O)(=O)N(C)C[C@@H]1OCCCC[C@H](C)Oc2ccc(NC(=O)CCC(F)(F)F)cc2C(=O)N([C@@H](C)CO)C[C@H]1C	.	.	.	.	-3.2	-0.2	-2.1	0.1
O=C(NCC(=O)c1ccccc1)OCc1ccc([N+](=O)[O-])cc1	-2.3	1.2	2.5	-6.4	-0.7	.	8.0	0.1
Cc1ccc(S(=O)(=O)Nc2ccc3c(c2)C(=O)N([C@H](C)CO)C[C@@H](C)[C@@H](CN(C)Cc2ccc4c(c2)OCO4)O3)cc1	1.7	0.6	2.1	24.2	4.8	2.4	-3.6	-0.8
O=C(NNc1ccccc1[N+](=O)[O-])Nc1ccccc1	0.3	-0.4	0.6	-9.4	.	.	3.3	.
Cc1ccc(CNC(=O)c2ccc(Cl)c(S(N)(=O)=O)c2)n1C	-0.5	2.3	-13.1	-10.7	-11.3	0.0	-6.1	0.3
CCOC(=O)NC(=O)CSc1ccccn1	0.7	-77.8	-3.4	7.9	-5.3	.	7.5	.
C[C@@H]1CN([C@H](C)CO)C(=O)c2cccc(NS(=O)(=O)c3ccc(F)cc3)c2O[C@H]1CN(C)C(=O)Nc1ccc(F)cc1	0.0	3.6	-5.1	0.4	-6.9	-0.4	-5.2	0.0
O=C(/C=C/c1ccco1)OCc1nnc(-c2ccc(Cl)cc2)o1	-0.3	7.0	3.3	-71.6	.	.	.	0.0

(more compounds)
SMILES	ERAP1 inh	ERp5 inh	S100A4 inh HTS	RAD52 inh	RAD54 inh	E-selectin induc	esBAF inh	Xi reactivation
Cc1cc(NC(=O)CSc2nc3c(c(=O)n2C)SCC3)no1	-4.2	4.4	3.5	-6.0	7.8	0.0	-2.5	0.0
CCCc1cn(CC[C@@H]2CC[C@H](NC(=O)C3CCOCC3)[C@@H](CO)O2)nn1	2.4	1.2	1.6	-4.8	-3.8	0.2	0.1	-0.1
CC1CCN(CC(=O)Nc2ccc(Cl)cc2[N+](=O)[O-])CC1	6.3	1.3	3.3	-9.8	.	.	.	0.0
COCCN(C(=O)c1cc(OC)c(OC)c(OC)c1)c1c(N)n(Cc2ccccc2)c(=O)[nH]c1=O	7.0	0.4	2.6	4.9	.	.	.	1.9
CNC(=O)C[C@@H]1CC[C@@H]2[C@H](COC[C@H](O)CN2C(=O)c2ccc3c(c2)OCO3)O1	-1.3	2.3	-1.9	-7.4	3.7	-0.1	0.4	0.5
C[C@@H]1CN([C@H](C)CO)C(=O)c2cc(NC(=O)CCN3CCOCC3)ccc2O[C@@H]1CN(C)C(=O)NC1CCCCC1	-0.4	1.2	-5.5	-1.9	-0.1	3.9	0.8	0.0
CCn1c(SCC(=O)NCCc2ccc(OC)c(OC)c2)nc2c([nH]c3ccccc32)c1=O	0.9	-0.5	-2.2	-5.0	4.3	0.0	3.1	-0.1
NS(=O)(=O)c1ccc(NC(=O)CN2CCN(S(=O)(=O)c3cccs3)CC2)cc1	-3.7	-4.0	-1.4	-9.4	.	0.1	.	-0.1
Nc1ncnc2c1ncn2C1OC(CO)C(O)C1N (centres undefined)	2.2	2.5	0.3	-20.3	5.0	.	1.5	.
CCC(=O)N1CC2(CN(Cc3ccc(Cl)cc3)C2)c2c([nH]c3cc(OC)ccc23)[C@H]1CO	-2.6	-0.5	-14.9	10.1	.	-0.5	.	0.0
CC(C)C(=O)NCCc1nc2ccccc2n1CCc1ccccc1	0.9	-1.6	2.2	-12.2	3.9	.	0.5	0.0
CC(=O)Nc1cccc(-c2ccnc3c2CC(C(=O)NCc2cccs2)O3)c1 (centres undefined)	-0.1	3.2	0.6	6.8	-13.4	0.7	1.5	0.4
CO[C@@H]1CN(C)C(=O)c2ccc(NC(=O)C3CCCCC3)cc2OC[C@@H](C)N(Cc2nccs2)C[C@H]1C	1.6	2.2	-14.4	12.3	-7.3	0.0	-0.8	-0.4
CCCC(=O)Nc1cc(OC)c(C(=O)OC)cc1Cl	2.8	-3.5	3.1	-0.4	.	0.4	.	0.0
O=C1CCc2cc(NS(=O)(=O)c3ccc([N+](=O)[O-])cc3)cc3c2N1CCC3	-3.6	-2.2	-5.8	-7.4	-0.1	0.0	-3.1	0.5
O=S(=O)(Nc1cccc(-c2ccc(N3CCCCCC3)nn2)c1)c1ccccc1Cl	0.5	0.4	-5.1	-12.6	10.7	.	43.5*	0.4
COc1ccc(OC)c2[nH]c(=O)c(CCNC(=O)C(C)C)cc12	2.6	-2.6	0.2	4.4	2.5	2.4	-9.8	0.0
CC1(C(=O)N(CC(=O)NC2CCCC2)Cc2ccccc2)CC(=O)N=C2C=CC=CN21 (centres undefined)	0.3	-2.3	1.2	4.0	-4.4	0.1	-1.9	0.0
CCc1cc2ccc(C)cc2nc1SCC(=O)NC1CCCC1	0.0	1.7	-1.4	-8.4	-8.9	2.8	-1.4	0.2
O=C(Nc1cc(S(=O)(=O)N2CCOCC2)ccc1Oc1ccc(F)cc1)C1=COCCO1	1.7	4.7	-8.1	-19.4	.	-2.0	.	-0.1
COC(=O)c1nn(-c2ccc(C)cc2)ccc1=O	-2.7	7.0	2.9	-24.2	.	1.2	.	-0.1
Cc1c(NC=C(C#N)C#N)c(=O)n(-c2ccccc2)n1C	-2.4	0.6	-5.1	-12.2	.	0.8	.	0.4
CCOc1ccc(S(=O)(=O)N2CCCC(C(=O)NCC3CCCO3)C2)cc1Cl (centres undefined)	4.1	1.5	3.2	-1.8	.	.	.	0.0
COCCCOc1ccnc(CS(=O)c2nc3ccccc3[nH]2)c1C (centres undefined)	1.0	-0.6	-2.1	-7.4	-4.1	-2.4	25.5	0.0
COc1ccc2cc(C(=O)N(C)CC(=O)Nc3ccccc3Br)ccc2c1	-3.6	-0.1	-0.3	-53.9	2.0	-0.2	60.2*	0.1
O=C(C1CCCC1)N1CC2(C1)[C@H](c1ccccc1)[C@@H](CO)N2C(=O)c1cccnc1	2.0	1.3	3.9	-10.3	.	0.0	.	0.4
C=CCn1c(SCC(=O)N2CCN(c3ccccc3)CC2)nc2c([nH]c3ccccc32)c1=O	-2.0	-3.2	0.4	-5.9	9.1	0.5	-3.7	0.1
COc1ccc(C(=O)C=CNNC(=O)c2ccc(Cl)cc2)cc1	6.3	1.6	-2.6	-22.8	0.3	.	18.1	0.0
